Compound activity: PubChem BioAssay, several laboratories
NR2E3 ag-1: inhibitors of NR2E3-RetCOR corepressor binding, primary screen, NR2E3 agonist project, biochemical, TR-FRET, GST-NR2E3, biotin-RetCOR | inhibition of corepressor binding, % at 4.78 µM | AID 2300, 2010 | 0.12% of 320,000 active | 1536-well;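 active = percent inhibition above the cutoff of mean plus 3 SD of all tested compounds, set per screening campaign, cut at about 20% in these data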;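 also: 0% = DMSO wells and 100% = biotin wells as full block of FRET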
Target sequence (Q9Y5X4 whole entry, looked up): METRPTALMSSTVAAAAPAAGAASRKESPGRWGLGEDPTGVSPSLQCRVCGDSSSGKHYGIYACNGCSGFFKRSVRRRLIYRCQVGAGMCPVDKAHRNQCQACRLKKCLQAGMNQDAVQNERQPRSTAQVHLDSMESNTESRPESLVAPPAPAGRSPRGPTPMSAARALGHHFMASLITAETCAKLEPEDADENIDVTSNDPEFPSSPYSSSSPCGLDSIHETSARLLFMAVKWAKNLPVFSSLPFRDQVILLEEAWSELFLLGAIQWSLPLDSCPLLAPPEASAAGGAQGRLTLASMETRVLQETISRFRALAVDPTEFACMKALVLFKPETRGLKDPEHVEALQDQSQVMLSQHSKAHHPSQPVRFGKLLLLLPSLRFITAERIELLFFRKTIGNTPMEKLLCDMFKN
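Test system: GST-NR2E3 and biotin-RetCOR proteins | Quantity: 1.35 nM GST-tagged NR2E3 final | Medium: Tris pH 7.5 | Also added: 7 nM biotin-RetCOR | Dosing: Compound at 4.8 µM, single dose | Timing: 5 h at 4 °C | Detection: Time-resolved FRET | Read-out basis: Percent inhibition | Benchmarks: Biotin wells as high control, 0.6% DMSO wells as low control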
CF NFkB inh: inhibitors of PAF-induced NF-kB signaling, primary screen, cell-based, GFP fluorescence, uHTS | KKLEB NF-kB-GFP reporter, GFP fluorescence overnight | inhibition, % at 5 µM | 0.86% of 360,000 active | AID 588850, 2011;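 active = at least 50% inhibition at 5 µM, scaled per plate between neutral and stimulator controls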;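 also: PAF is a Pseudomonas aeruginosa culture filtrate used as stimulus; plate controls were PAF-stimulated DMSO wells for no effect and unstimulated DMSO wells for full effect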
HIF-2a inh: HIF-2a reporter inhibitors, primary screen, luminescence, 786-0 RCC cells; 786-0 RCC cells HIF-2a reporter, luciferase luminescence, overnight; inhibition, % at 18.8 µM; 0.72% of 360,000 active; AID 624352, 2012;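 active = inhibition of the luminescence signal of 40% or more relative to plate controls, in a single-dose primary screen at 18.75 µM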
Shn3 inh set2: reduction of Shn3 3'UTR firefly luciferase signal, primary screen, Schnurri-3 inhibitor project, cell-based, Clone20 osteoblasts, set 2 | Clone20 osteoblast Shn3 3'UTR firefly luciferase, 24 h | inhibition, % at 12.5 µM | 0.52% of 360,000 active;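 active = mean inhibition of at least 75% with every replicate also reaching 75%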;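 also: 0% = median of neutral control wells and 100% = pilot-screen positive control compound; some compounds past the cut are filed as inactive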
Peg3 prom inh: Peg3 promoter-driven luciferase inhibitors, primary screen, cell-based, HeLa, luciferase luminescence | AID 588405, 2011 | HeLa PEG-Prom luciferase reporter, overnight | 1.7% of 360,000 active | inhibition, % at 20 µM;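 active = inhibition of at least 50% at 20 µM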
NR2E3 ag-2: NR2E3 agonists in two-hybrid cells, primary screen, cell-based, luminescence, CHO-S, Gal4-NCOR/VP16-NR2E3; AID 602229, 2012; inhibition of corepressor binding, % at 3.98 µM; 0.35% of 360,000 active; Photoreceptor-specific nuclear receptor (Homo sapiens), Q9Y5X4; luciferase;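 active = inhibition above the mean of all tested compounds plus 3 SD, cut at about 70% in these data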;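 also: 0% = DMSO with NR2E3 transfected cells and 100% = cells lacking NR2E3 construct; higher means lower luciferase signal from less NR2E3 corepressor binding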
CaV13 FRET inh: Disruptors of the CACNA1D IQ motif to Ca2+-dependent inactivation inhibitor domain association, primary screening, Förster resonance energy transfer in intact living … | HEK cells, CFP/YFP FRET ICDI-IQ, plate reader, 10 min; percent FRET-ratio fall versus neutral wells | inhibition, % at 12.3 µM | 0.098% of 340,000 active | AID 743397;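 active = mean replicate inhibition of at least 30% and at least 1% of replicates passing that level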;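 also: 0% = median of the neutral control wells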
KKLEB tox: cytotoxicity in KKLEB CF airway cells, primary screen, cytotoxicity control for CF NF-kB inhibitor project, cell-based, uHTS, fluorescence assay plates | KKLEB CF airway cells viability, ATPlite luminescence, overnight; hits give low values; cells stimulated with P. aeruginosa culture filtrate | activity change (cytotoxicity), % at 5 µM | 0.36% of 360,000 active | AID 602141, 2011;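 active = corrected activity change at or below -50% at 5 µM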
TRPM1 prom inh: inhibitors of MITF-dependent TRPM1 promoter reporter, primary screen, cell-based, SK-MEL-5, single point, luciferase | SK-MEL-5 TRPM1 promoter luciferase, 24 h | inhibition, % at 12.5 µM | 0.83% of 330,000 active;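 active = mean inhibition across replicates of 60% or more, whatever share of single replicates reaches that level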; also: values of inactives mirror those of a sister screen read the other way
PDI inh: inhibitors of human PDI, primary screen, biochemical, turbidity, single point, plate reader. Protein disulfide-isomerase (Homo sapiens), P07237. PDI insulin aggregation turbidity, A650, 90 min. inhibition, % at 10 µM. 0.052% of 350,000 active;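 active = mean inhibition across replicates of 30% or more, whatever share of single replicates reach that level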;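 also: absorbance from insulin aggregation driven by PDI reduction with DTT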
Target sequence (P07237 whole entry, looked up): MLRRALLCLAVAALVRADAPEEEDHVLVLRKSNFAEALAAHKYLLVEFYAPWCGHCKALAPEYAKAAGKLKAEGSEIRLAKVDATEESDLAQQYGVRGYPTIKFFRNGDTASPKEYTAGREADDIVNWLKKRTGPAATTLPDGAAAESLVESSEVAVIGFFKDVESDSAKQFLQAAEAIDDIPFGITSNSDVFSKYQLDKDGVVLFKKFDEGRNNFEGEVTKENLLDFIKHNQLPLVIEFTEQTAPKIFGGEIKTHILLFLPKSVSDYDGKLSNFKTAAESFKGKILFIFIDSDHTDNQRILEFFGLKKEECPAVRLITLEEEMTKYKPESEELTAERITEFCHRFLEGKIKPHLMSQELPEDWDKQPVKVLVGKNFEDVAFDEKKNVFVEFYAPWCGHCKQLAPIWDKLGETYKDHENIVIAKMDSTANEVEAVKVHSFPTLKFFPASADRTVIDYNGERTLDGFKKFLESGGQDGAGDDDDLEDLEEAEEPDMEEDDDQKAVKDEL
Vif inh: HIV Vif self-association inhibitors, primary screen, imaging, HEK293T, single point. HEK293T cells, Vif self-association by quenched fluorescence, 24 h. inhibition, % at 7.49 µM. 0.35% of 340,000 active. AID 602346, 2012; in the data active = inhibition above about 50%, passing the limit was not always enough; also: some results filed as inactive read as strong as hits
The depositor's hits bear a star; nt = no result given.

SMILES	NR2E3 ag-1	CF NFkB inh	HIF-2a inh	Shn3 inh set2	Peg3 prom inh	NR2E3 ag-2	CaV13 FRET inh	KKLEB tox	TRPM1 prom inh	PDI inh	Vif inh
Cc1cccnc1NC(=O)CN1C(=O)COc2ccc(Cl)cc21	-2	-12	16	-6	16	-3	-9	0	-13	-5	-8
CC1Oc2ccccc2C=C1/C=N\NC(=O)c1cccnc1 (stereo unspecified)	-1	6	-90	-43	-64	-50	-4	6	nt	-2	7
CCOC(=O)C1=C(COC(=O)/C=C/c2cccc(OC)c2)NC(=O)NC1C (stereo unspecified)	-3	19	-1	6	17	18	-3	-6	-3	-1	-2
Cn1c(=O)oc2cc(S(=O)(=O)N3CCN(Cc4ccc5c(c4)OCO5)CC3)ccc21	-1	16	6	-14	14	-18	-4	-16	-4	17	41
Cc1nn(Cc2ccccc2Cl)c(Cl)c1/C=C/C(=O)OCC(=O)NC1CCS(=O)(=O)C1 (stereo unspecified)	1	-24	14	1	10	3	-5	-8	10	1	-37
Cc1ccc(S(=O)(=O)Nc2c(C)nn(C)c2C)cc1C	3	15	6	13	9	28	-4	8	4	-1	-8
COc1cccc(OC)c1OCCCCc1c(C)n[nH]c1C	1	14	13	18	15	-2	-2	-4	0	0	-16
O=C1N/C(=N\S(=O)(=O)Cc2ccccc2)S/C1=C/c1cccc([N+](=O)[O-])c1	1	0	18	nt	10	0	-4	6	18	3	-12
CCc1nc2nc(C)c(NS(=O)(=O)c3ccc(Br)s3)c(=O)n2[nH]1	-2	8	2	-5	13	5	-4	5	0	1	13
COc1ccc(-c2[nH]ncc2CN2CCSCC2)c(OC)c1	1	12	14	-15	10	-13	-2	11	-5	0	0
Cc1ccc(C(=O)CS(C)(=O)=O)cc1	1	-17	0	-18	-8	5	nt	3	6	-5	-8
Cc1csc(NC(=O)C(C)N2C(=O)c3ccccc3S2(=O)=O)n1 (stereo unspecified)	0	2	13	-16	-12	-7	-14	-4	-7	-5	17
Cn1ncc([N+](=O)[O-])c1C(=O)Nc1nccs1	0	11	8	-5	8	-9	-3	7	-5	-2	-16
COc1ccc(-c2nc(SC)n(C)c(=O)c2C#N)cc1OC	-3	-8	24	-15	22	-28	nt	1	4	2	12
COc1ccc([C@@H]2[C@@H]3C(=O)N(C(C)(C)C)C(=O)[C@@H]3[C@]3(Cc4ccccc4)C(=O)N(c4cccc(Cl)c4)C(=O)N23)cc1	5	-10	12	-3	-8	19	-5	1	-2	-1	-12
CC(C)NC(=O)CN(Cc1ccc(F)cc1)C(=O)CCC(=O)Nc1nccs1	0	10	20	3	20	-25	-4	9	9	-6	11
CCOC(=O)C1C(c2ccccc2O)NC(=O)NC1(O)C(F)(F)F (stereo unspecified)	2	1	17	-14	16	-4	-3	-4	1	10	23
CSc1nnc(NC(=O)c2nc(S(=O)(=O)Cc3ccccc3)ncc2Cl)s1	6	91*	3	96*	105*	35	-6	-82*	68*	9	-9
COc1ccc(CCN=C(NS(=O)(=O)c2ccccc2)c2ccccc2)cc1OC	0	0	9	-2	5	1	-17	2	10	5	0
NC(=S)N=Nc1c(O)n(Cc2ccc(Br)cc2)c2ccccc12	0	42	35	11	18	-30	-4	-52*	30	-1	3
CSc1ccc(/C=C2\NC(=O)NC2=O)cc1	-5	8	-90	-47	-36	-2	-5	0	nt	20	0
CC(C#Cc1c([C@@H](C)Oc2ccccc2)nnn1Cc1ccccc1)Oc1ccccc1 (stereo partly specified)	-1	0	23	-31	14	-10	-4	-1	-13	5	11
CSC1=NCCN1C(=O)c1cccc(Br)c1	-2	1	3	-1	7	-9	-3	-6	-7	3	0
COc1ccc(OC2(C)CCN(Cc3ccc(-c4ccccc4)o3)C2)cc1 (stereo unspecified)	nt	16	-4	-1	13	-3	-6	-19	nt	3	19
Cc1ccc(Nc2c(-c3ccc(N(C)C)cc3)nc3ncccn23)cc1	-2	-8	-127	-2	-113	-45	-3	-1	-6	-1	-4

(more compounds)
SMILES	NR2E3 ag-1	CF NFkB inh	HIF-2a inh	Shn3 inh set2	Peg3 prom inh	NR2E3 ag-2	CaV13 FRET inh	KKLEB tox	TRPM1 prom inh	PDI inh	Vif inh
CCN(CC)S(=O)(=O)c1ccc(N2CCOCC2)c(NC(=O)c2cc(-c3ccccn3)nc3ccccc23)c1	nt	97*	-5	19	62*	8	-7	-89*	5	-1	-2
Cn1cc(Cc2ccc(C(=O)NCc3ccccc3)cn2)c2ccccc21	nt	18	-9	6	-1	10	-7	-19	nt	-8	nt
COc1ccccc1OCCn1cc(C(=O)c2ccco2)c2ccccc21	2	-6	-17	29	27	-24	-5	-7	6	-3	-5
O=C1Cn2c(nc3ccccc32)N1c1ccccc1F	1	-27	1	-24	6	-4	-5	15	-2	0	3
c1cc2ccc3ccc(-n4cnnn4)c4ccc(c1)c2c34	2	-118	7	-5	-3	-49	-3	-19	-6	-6	-3
Cn1c(=O)c2c(-c3ccccc3)n(CCCN3CCOCC3)cc2n(C)c1=O	0	12	6	-3	15	-19	-5	4	-3	7	nt
CCOC(=O)c1cccc(Nc2ncnc3ccc(C)cc23)c1	1	23	18	21	-1	-21	nt	-8	13	-2	-5
N/C(=N\OC(=O)CCCOc1ccc(Cl)cc1Cl)c1ccncc1	2	-17	-24	6	-14	-22	0	6	4	2	-3
Cc1ccc(C)c(OCC(O)CN2CCC(C)CC2)c1C (stereo unspecified)	0	6	9	9	2	-3	nt	-3	9	0	-4
CN(C)S(=O)(=O)Nc1cccc(-c2cn3c(n2)SCC3)c1	-2	6	4	-4	1	-14	-15	-10	10	1	8
NC(=O)C1(N2CCCCC2)CCN(C(=O)c2cccs2)CC1	2	-8	12	5	1	-19	-2	8	16	nt	-2
COc1ccc(CCNC(=O)c2cccs2)cc1	3	-12	-107	-20	-97	-31	2	-5	-18	-2	0
Cc1sc2nc(C3CC3)nc(SCC(=O)N3CC(=O)Nc4ccccc43)c2c1C	2	-16	6	33	7	-6	-5	14	6	-1	-1
COc1ccc(-c2noc(CCCC(=O)NC3CCCCC3)n2)cc1	2	2	10	64	-23	40	-5	-14	6	-5	8
O=C(CSc1nnc(NC(=O)C2CC2)s1)Nc1cccc(F)c1	3	24	-57	-22	-64	-8	-3	-10	-3	0	-12
CCSc1nc(-c2ccc(OC)cc2)ccc1C#N	1	-5	-27	-2	20	-18	-5	2	14	9	-3
CCC(C)[C@H](NC(=O)[C@@H]1Cc2ccccc2CN1)C(=O)Nc1ccc2c(c1)OCO2 (stereo partly specified)	1	-3	-99	-27	-89	-29	-13	-8	-20	-9	-1
COc1ccc(CCNS(=O)(=O)c2ccc(Br)cc2)cc1	1	-4	9	7	6	-2	-1	-1	4	0	-2
Cc1cc2nc(-c3ccccc3)cc(=O)n2[nH]1	2	8	-95	-19	-71	-73	-5	5	0	-7	4
COc1ccc(CN2C(=O)c3cccnc3C2=O)cc1S(=O)(=O)N1CCOc2ccc(Cl)cc21	3	-4	7	3	-9	-5	-3	2	9	-2	6
CCOc1c(CNCCCSc2nc(C)cc(C)n2)cccc1OC	5	5	16	1	-15	-18	-5	2	4	1	-4
O=C(O)c1ccc(N2C(=O)CC(N3C(=O)/C(=C/c4ccc(Cl)cc4)SC3=S)C2=O)cc1 (stereo unspecified)	-2	22	-2	nt	-11	-19	-5	-4	0	0	-10
Cc1sc(NC(=O)CN2CCCC2)nc1-c1ccc2c(c1)CCN2C(=O)c1ccc(F)cc1	4	11	-6	15	-22	-23	-2	4	3	-1	2
O=S(=O)(c1ccc(Cl)cc1)N1CCN(C2CCN(Cc3ccccc3)CC2)CC1	-3	1	17	14	9	16	-4	-8	16	16	nt
CCOC(=O)c1nn(-c2ccccc2)c2nnc(Cc3ccc(C)cc3)c(=O)n12	0	-19	17	1	9	-16	-5	-6	-4	5	0

2 entries drawn at random from those above, as already listed:
SMILES	NR2E3 ag-1	CF NFkB inh	HIF-2a inh	Shn3 inh set2	Peg3 prom inh	NR2E3 ag-2	CaV13 FRET inh	KKLEB tox	TRPM1 prom inh	PDI inh	Vif inh
Cc1ccc(S(=O)(=O)Nc2c(C)nn(C)c2C)cc1C	3	15	6	13	9	28	-4	8	4	-1	-8
O=S(=O)(c1ccc(Cl)cc1)N1CCN(C2CCN(Cc3ccccc3)CC2)CC1	-3	1	17	14	9	16	-4	-8	16	16	nt

Further entries follow.
SMILES	NR2E3 ag-1	CF NFkB inh	HIF-2a inh	Shn3 inh set2	Peg3 prom inh	NR2E3 ag-2	CaV13 FRET inh	KKLEB tox	TRPM1 prom inh	PDI inh	Vif inh
Cc1ccc(OCc2cc(C(=O)NC3CCCCC3)no2)cn1	-1	-6	-26	62	0	83*	-2	13	20	0	-3
Cc1ccc(S(=O)(=O)N2CCCC2C(=O)OCc2nc3ccccc3s2)cc1 (stereo unspecified)	6	-6	0	-15	10	-5	nt	12	4	-3	2
CCc1ccc(N(C(=O)c2snc(C(N)=O)c2N)C(C(=O)NC2CCCC2)c2ccncc2)cc1 (stereo unspecified)	4	-12	-127	-17	-31	-65	-3	-4	-10	7	5
C#CCOCCOCCOCCNc1nc(N2CCN(C(=O)[C@H](CCCCN)n3cc([C@@H](N)C(C)CC)nn3)CC2)nc(N2CCN(C(=O)[C@H](Cc3ccc(O)cc3)n3cc([C@@H](N)CC(C)C)nn3)CC2)n1 (stereo partly specified)	-6	-12	11	17	3	-10	-5	13	10	8	3
OC(CN1CCN(c2ccc(C(F)(F)F)cn2)CC1)c1ccccc1 (stereo unspecified)	-3	-10	0	1	20	1	nt	5	-8	10	-8
O=C(NCCS(=O)(=O)N1CCN(c2cccc(Cl)c2)CC1)C1CCCC1	1	-13	9	24	10	-1	-6	-1	-4	2	-10
CNC(=S)NNC(=O)c1cc(-c2cccnc2)nc2ccccc12	0	-2	9	47	17	-12	nt	-12	7	3	-9
CCN1CCc2c(sc(NC(=S)NC(=O)c3ccccc3)c2C#N)C1	2	-6	-110	-14	-126	-37	nt	2	1	6	0
CCn1c(COc2cccc(OC)c2)nnc1SCC(=O)N1CCOCC1	2	-9	11	6	10	-25	-4	-9	4	7	12
Cc1ccc(C(=O)Oc2oc(-c3ccccc3)nc2C=Nc2ccc(N(C)C)cc2)cc1	1	5	-18	-18	-100	-112	-3	4	-3	-14	-11
O=C(Nc1cc(Cl)cc(Cl)c1)C1CCCC1	2	12	-4	7	9	10	14	-4	-10	11	2
COc1ccccc1CCNC(=O)C1CCCO1 (stereo unspecified)	2	2	18	-6	6	5	-9	4	-1	5	-6
